Screening data: PubChem, National Center for Advancing Translational Sciences (NCATS)
Nrf2 ARE act = activators of Nrf2 (ARE) signaling; 410,000 tested, 0.31% active; Potency, µM (doses to about 46.1 µM), without a hit: at the top dose activation, usual class: activators; AREc32 ARE-luciferase reporter (MCF7-derived line), luminescence, 24 h; also: potency is read from the fitted curve at half-maximal effect; % of control where 0% means no effect; nearly all actives have a fitted effect of over 65% in size
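Reporter line AREc32 (ARE-Fluc), seeded overnight in OPTI-MEM with 5% FBS; compound pin-transferred, 24 hr at 37 deg C, 5% CO2; luminescent read-out.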
ATXN2 expr inh = reduces ATXN2 reporter expression in HEK-293 cells. Potency, µM (doses to about 57 µM), without a hit: top-dose activity change, negative = inhibition, usual class: inhibitors. 360,000 tested, 0.72% active. HEK-293 ATXN2-luciferase reporter, luminescence, 24 h; also: potency is read from the fitted curve at half-maximal effect; % is scaled to controls: 0 for no effect and ±100 for the full control effect; nearly all actives have a fitted effect of over 55% in size
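ATXN2-luciferase reporter cells (luciferase flanked by upstream and downstream ATXN2 gene portions) were treated 24 h at 37 °C with compounds at up to 57 uM. SteadyGlo luminescence gave expression; GF-AFC fluorescence gave viability.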
A549 viability = kills or reduces viability of A549 cells in Nrf2 counter-screen. Potency, µM (series often up to 46 µM), inactives show at the highest dose activity change, negative = cytotoxicity, hits mostly inhibitors. AID 504648. 390,000 tested, 0.16% active. A549 ARE-Fluc cells, CellTiter-Fluor viability, 18-24 h; also: potency is read from the fitted curve at half-maximal effect; % is scaled to controls: 0 for no effect and ±100 for the full control effect
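A549 ARE-Fluc cells in 5% FBS OPTI-MEM, 5000 cells/well, rested 2 h then exposed to compounds in concentration-response for 18-24 h at 37 °C. Viability by CellTiter-Fluor fluorescence (Ex 405/Em 525) after 30 min; luciferase luminescence (BugLite, 15 min, RT) read afterwards.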
IL-2 act = activators of IL-2; IL-2 activation reporter assay, cell-based qHTS; stimulated with anti-CD3/CD4/CD28 beads; in transgenic mouse T cells; activation, % (series mostly up to about 46 µM); 360,000 tested, 0.065% active; AID 652025; in the data active = activation above about 50%; inconclusive = mostly about 30% to 49%; also: 0% is about no effect
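Unstimulated transgenic mouse T cells preincubated 60 min with compound, then stimulated with anti-CD3/anti-CD4-coated beads plus anti-CD28 for 18 h at 37 degrees C. IL-2 response read as EGFP and DsRed fluorescence by plate cytometry.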
Nrf2 block = blocks Nrf2 signaling; A549 ARE-Fluc reporter, luciferase luminescence, 18-24 h; AID 504444; 360,000 tested, 2.1% active; Potency, µM (series often up to 46 µM), for the others: top-dose activity change, negative = inhibition, actives largely listed as inhibitors; also: potency is read from the fitted curve at half-maximal effect; % is scaled to controls: 0 for no effect and ±100 for the full control effect; nearly all actives have a fitted effect of over 60% in size
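A549 ARE_Fluc cells (5000/well, 5% FBS OPTI-MEM) pre-incubated 2 h, then treated with compounds 18-24 h at 37C/5% CO2 in concentration-response. CellTiter-Fluor viability read first; BugLite luciferase luminescence after 15 min at room temperature gives Nrf2 activity.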
ATXN viability = cell viability loss in ATXN counter-screen; S2 cells (HEK-293 line with an ATXN2-luciferase reporter) viability, CellTiter-Fluor protease fluorescence, 24 h; Potency, µM (titrated, usually from 56.7 µM), usual class: cytotoxic; 400,000 tested, 0.49% active; also: potency is read from the fitted curve at half-maximal effect; nearly all actives have a fitted effect of over 40% in size
HepG2 tox = kills HepG2 cells in TGF-b inhibitor counter-screen; HepG2 CAGA-GFP viability, ATP luminescence, 18 h; Potency, µM (top dose mostly 46.1 µM), for inactives: at the highest dose activity change, negative = cytotoxicity, actives largely listed as cytotoxic; 410,000 tested, 0.76% active; also: potency is read from the fitted curve at half-maximal effect; some results filed as inactive show a strong effect at the top dose
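HepG2 CAGA-GFP cells (1000/well, DMEM with 1% FBS) received compound, then TGF-beta at 500 pg/mL final, and were incubated 18 hours at 37 degrees C. Viability was read by CellTiter-Glo luminescence. Media-only wells were set as complete cell-killing and DMSO as no toxicity.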
TGFb inhibitor = inhibitors of TGF-b signaling; HepG2 CAGA-GFP TGF-b/SMAD3 reporter, GFP fluorescence, 18 h; TGF-beta stimulated, 500 pg/mL final; Potency, µM (series often up to 46.1 µM), inactives show top-dose activity, negative = inhibition, hits mostly inhibitors; 410,000 tested, 1.2% active; also: potency is read from the fitted curve at half-maximal effect; % is scaled to controls: 0 for no effect and ±100 for the full control effect; nearly all actives have a fitted effect of over 65% in size
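HEPG2 CAGA-GFP reporter cells (1000/well, DMEM with 1% FBS) received compounds, then recombinant TGF-beta at 500 pg/mL final for 18 hours at 37 degrees C. Per-cell GFP summed per well was normalised to unstimulated and stimulated DMSO controls before curve fitting.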
EPAC2 ag = EPAC2 (human) agonism; Q8WZA2; EPAC2 activation, biochemical qHTS; response scale: 100% = 6.5 mM cAMP response; Potency, µM (series often up to 154 µM), without a hit: top-dose activation, usual class: activators; 360,000 tested, 0.079% active; also: potency is read from the fitted curve at half-maximal effect; nearly all actives have a fitted effect of over 50% in size
Target sequence (Q8WZA2 whole entry, looked up): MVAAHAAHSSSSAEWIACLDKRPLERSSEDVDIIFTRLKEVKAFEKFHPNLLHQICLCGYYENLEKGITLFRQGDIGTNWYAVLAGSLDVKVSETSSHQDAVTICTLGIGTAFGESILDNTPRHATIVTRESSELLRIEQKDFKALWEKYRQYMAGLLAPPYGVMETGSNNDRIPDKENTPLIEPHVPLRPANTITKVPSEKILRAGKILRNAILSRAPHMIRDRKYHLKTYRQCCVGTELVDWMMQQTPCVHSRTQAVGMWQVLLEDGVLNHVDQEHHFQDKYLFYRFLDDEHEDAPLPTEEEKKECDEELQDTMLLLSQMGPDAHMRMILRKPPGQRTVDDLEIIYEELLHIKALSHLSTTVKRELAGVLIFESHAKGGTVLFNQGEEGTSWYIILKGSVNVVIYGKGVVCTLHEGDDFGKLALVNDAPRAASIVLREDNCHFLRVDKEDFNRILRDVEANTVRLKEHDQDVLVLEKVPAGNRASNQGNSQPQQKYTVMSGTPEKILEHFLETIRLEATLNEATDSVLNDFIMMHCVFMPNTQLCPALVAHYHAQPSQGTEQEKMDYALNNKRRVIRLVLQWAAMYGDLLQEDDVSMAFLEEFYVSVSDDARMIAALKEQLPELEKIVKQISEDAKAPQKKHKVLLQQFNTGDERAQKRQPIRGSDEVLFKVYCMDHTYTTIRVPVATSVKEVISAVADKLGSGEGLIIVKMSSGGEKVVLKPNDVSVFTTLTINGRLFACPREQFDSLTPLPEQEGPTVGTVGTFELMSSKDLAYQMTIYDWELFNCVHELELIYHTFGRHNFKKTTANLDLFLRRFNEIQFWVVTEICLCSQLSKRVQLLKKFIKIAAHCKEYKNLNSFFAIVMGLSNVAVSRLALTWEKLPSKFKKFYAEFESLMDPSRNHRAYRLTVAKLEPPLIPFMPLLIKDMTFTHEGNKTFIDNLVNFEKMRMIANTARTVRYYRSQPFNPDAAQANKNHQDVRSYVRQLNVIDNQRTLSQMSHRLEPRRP
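Compounds were titrated in qHTS against a Rap1B-BODIPY-GDP (250 nM) complex with EPAC2 (100 nM) and GDP (50 uM). BODIPY-GDP release tracked at 480/540 nm over 30 min at room temperature, normalized to 6.5 mM cAMP.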
* hit, by the source's call; i = inactive; ? = inconclusive; nt = not tested or not shown; & = joins results of further samples; [ ] = dose if it differs, or a comment. Unless noted, calls follow the shape of the dose curve; as a rule, active = well fitted curve in the direction sought with a large enough effect; inconclusive = small, poorly fitted or top-dose-only effect, or another doubt; inactive = no such curve, though single readings can be large; an effect the other way counts as inactive or inconclusive.

1. N#CCc1ccc(NC(=O)c2ccc(CN3CCc4ccccc4C3)cc2)cc1
2. CC(=O)c1ccc(N2CCN(C(=O)/C=C/c3ccc(S(=O)(=O)N4CCOCC4)cc3)CC2)cc1
3. CCCc1cc(=O)[nH]c2nnc(SCC(=O)Nc3nnc(CC)s3)n12
4. C[C@H](NC(=O)C1CC(=O)N(c2ccc3c(c2)OCO3)C1)C(=O)NC1CCCCC1 (stereo not given in full)
5. c1ccc(N2CCN(c3ncnc4sc5c(c34)CCC5)CC2)cc1
6. Cn1c(NCCCO)nc2ccccc21
7. O=C(Oc1ccc(N(Cc2cccs2)C2=NS(=O)(=O)c3ccccc32)cc1)c1ccccc1F
8. Oc1ccccc1N=Cc1sc2ccccc2c1Cl
entry no.,1,2,3,4,5,6,7,8
TGFb inhibitor,-21%,0%,-11%,8%,-12%,10%,-29%,?
A549 viability,0%,-10%,2%,0%,0%,-8%,0%,0%
ATXN viability,i,i,i,i,i,nt,nt,i
EPAC2 ag,5%,-1%,11%,3%,7%,3%,13%,-6%
Nrf2 block,5.2µM*,?,11%,0%,?,7%,-16%,9%
Nrf2 ARE act,4.1%,0.4%,0.2%,-0.2%,0.2%,0.0%,-1.0%,11µM*
IL-2 act,-0.6,-0.5,1.0,2.4,-3.9,-0.9,-1.2,-0.6
ATXN2 expr inh,-20%,2%,12%,-8%,-5%,nt,nt,5%
HepG2 tox,-23%,0%,-2%,2%,-4%,-20%,-20%,-3%

Arranged by value in IL-2 act (descending): 3 of the compounds above.
#	SMILES	IL-2 act
4	C[C@H](NC(=O)C1CC(=O)N(c2ccc3c(c2)OCO3)C1)C(=O)NC1CCCCC1 (stereo not given in full)	2.4
3	CCCc1cc(=O)[nH]c2nnc(SCC(=O)Nc3nnc(CC)s3)n12	1.0
6	Cn1c(NCCCO)nc2ccccc21	-0.9

Following part.
9. COC(=O)c1cc(NC(=O)CN(c2ccccc2)S(=O)(=O)N(C)C)ccc1Cl
10. Cc1ccccc1NC(=O)Cn1c(=O)n(CCc2ccccc2)c(=O)c2sc3ccccc3c21
11. O=C(c1cnn(C(=O)c2ccco2)c1)c1ccccc1O
12. CCc1nc(Sc2nnnn2-c2ccccc2)c2c3c(sc2n1)CCCC3
13. CC(=NNC(=O)COc1cccc(C)c1)c1cccnc1
14. O=C(N/C(=C/c1ccco1)C(=O)N1CCOCC1)c1cccs1
15. Cc1csc(SCCn2c(N3CCN(c4ccccc4)CC3)nc3c2c(=O)[nH]c(=O)n3C)n1
16. CC(=O)Nc1ccc(-c2nnc(SCC(=O)c3ccc([N+](=O)[O-])cc3)o2)cc1
entry no.,9,10,11,12,13,14,15,16
TGFb inhibitor,-15%,-14%,-7%,0%,7%,-1%,-6%,3%
A549 viability,-1%,3%,-1%,5%,0%,-2%,-1%,1%
ATXN viability,i,i,nt,?,i,i,i,i
EPAC2 ag,nt,nt,1%,-6%,-3%,2%,2%,nt
Nrf2 block,0%,4%,0%,?,-9%,-6%,0%,5%
Nrf2 ARE act,3.6%,-2.1%,0.0%,0.1%,-0.5%,0.1%,-0.1%,-1.8%
IL-2 act,nt,nt,0.2,0.2,-5.9,-2.0,1.3,nt
ATXN2 expr inh,-29%,1%,nt,-8%,7%,-3%[11.3 µM],-3%,5%
HepG2 tox,-26%,-40%,-3%,-4%,3%,-1%,1%,-14%

17. O=C(CSCc1ccccc1Br)Nc1ccccc1
18. CC1CCCN(c2nc(-c3ccccc3O)nc3ccccc23)C1 (stereo not given)
19. CCOc1ccccc1C1NC(=O)NC(C)=C1C(=O)OC1CCCC1C (stereo not given)
20. COc1ccc(NC(=O)c2ccco2)cc1NC(=O)c1cc2ccccc2o1
21. O=c1c2ccccc2n2c(-c3cccc(F)c3)nnc2n1Cc1ccccc1
22. COc1ccccc1NC(=O)Oc1ccc(NC(=O)c2ccco2)cc1
23. CCC(C)[C@H](NS(=O)(=O)c1ccc(C)cc1)C(=O)N1CCC(C(=O)N[C@@H](Cc2ccccc2)C(=O)O)CC1 (stereo not given in full)
24. CCOC(=O)[C@@H]1[C@H]2COc3ccc(Br)cc3[C@H]2N2C(=O)N(c3ccc(Cl)cc3)C(=O)[C@]12C
entry no.,17,18,19,20,21,22,23,24
TGFb inhibitor,-2%,-12%,-19%,-2%,4%&-21%,?,?,-4%
A549 viability,15%,-2%,-9%,-12%,5%&18%,15%,5%,-3%
ATXN viability,i,i,i,i,i,i,i,i
EPAC2 ag,20%,nt,0%,-2%,-2%,5%,-2%,7%
Nrf2 block,13%,6%,-26%,-29%,0%&8%,5%,2%,10%
Nrf2 ARE act,-0.7%,12%,-0.2%,4.4%,0.7%&1.6%,0.8%,-0.3%,3.3%
IL-2 act,1.0,nt,-0.2,-1.0,1.3,0.2,-2.6,-1.7
ATXN2 expr inh,18%,10%,-2%,5%,1%&-3%,1%,3%,10%
HepG2 tox,4%,-8%,-3%,-6%,2%&-22%,-4%,-1%,-4%

25. COc1ccc(NS(=O)(=O)c2cn(C)cn2)c(OC)c1
26. O=c1[nH]c(C2CCN(S(=O)(=O)c3cccc(Cl)c3)CC2)nc2c1nnn2Cc1ccccc1
27. Cc1cc(OCCOCCN(C)CCO)cc(C)c1Cl
28. O=C(O)C1=C(C(=O)N2CCN(C(=O)c3ccco3)CC2)CCCC1
29. COc1ccccc1-c1oc2ccccc2c1C#CC1(N)CCCCC1
30. CS(=O)(=O)N1CCC(C(=O)Nc2ccc(F)cc2)CC1
31. CCN(CCCNC(=O)Cn1cc2c(n1)CCCC2)c1cccc(C)c1
32. c1ccc(-n2nc3c(ccc4cnnc43)[nH]2)cc1
entry no.,25,26,27,28,29,30,31,32
TGFb inhibitor,2%,?,10%,-3%,?,-15%,-17%,17%
A549 viability,4%,?,3%,-2%,-5%,0%,?,-10%
ATXN viability,i,i,i,i,25µM*,i,i,i
EPAC2 ag,8%,9%,-1%,2%,9%,7%,-7%,-5%
Nrf2 block,?,15µM*,-8%,nt,15%,-9%,-3%,?
Nrf2 ARE act,-0.1%,4.5%,0.2%,0.0%,6.0%,0.0%,-0.2%,17%
IL-2 act,-0.7,-3.2,0.8,-1.1,-0.7,0.5,-3.2,1.1
ATXN2 expr inh,-18%,-10%,-28%,-13%,?,-14%,-14%,84%[activator]
HepG2 tox,-6%,-16%,-31%,-10%,-101%,-15%,-30%,-83%

5 records picked at random from those above, as already listed:
30. CS(=O)(=O)N1CCC(C(=O)Nc2ccc(F)cc2)CC1
27. Cc1cc(OCCOCCN(C)CCO)cc(C)c1Cl
32. c1ccc(-n2nc3c(ccc4cnnc43)[nH]2)cc1
26. O=c1[nH]c(C2CCN(S(=O)(=O)c3cccc(Cl)c3)CC2)nc2c1nnn2Cc1ccccc1
29. COc1ccccc1-c1oc2ccccc2c1C#CC1(N)CCCCC1
entry no.,30,27,32,26,29
TGFb inhibitor,-15%,10%,17%,?,?
A549 viability,0%,3%,-10%,?,-5%
ATXN viability,i,i,i,i,25µM*
EPAC2 ag,7%,-1%,-5%,9%,9%
Nrf2 block,-9%,-8%,?,15µM*,15%
Nrf2 ARE act,0.0%,0.2%,17%,4.5%,6.0%
IL-2 act,0.5,0.8,1.1,-3.2,-0.7
ATXN2 expr inh,-14%,-28%,84%[activator],-10%,?
HepG2 tox,-15%,-31%,-83%,-16%,-101%

Next compounds follow.
33. Cc1cc(C)nc(Nc2nc(C)c3cc4c(cc3n2)OCO4)n1
34. CCOC(=O)c1nnn(-c2nonc2N)c1CN1CCCCCC1
35. Cc1cccc(NC(=O)c2cccc(C(=O)Nc3cccc(C)c3C)n2)c1C
36. CCC/C(=C1/c2ccccc2C(=O)N1c1ccccc1)c1cnc(OC)nc1
37. Cc1ccc(CNC(=O)Cn2nnc(C(=O)Nc3cc(C)ccc3C)c2N)cc1
38. Cn1cnnc1SCC(=O)NNC(=O)COc1ccc(Cl)cc1
39. Cc1sc(NC(=O)CSc2nnc(COc3ccc(Cl)cc3)n2C)c(C#N)c1C
40. CCOC(=O)c1c(-n2cccc2)sc2c1CCCC2=O
entry no.,33,34,35,36,37,38,39,40
TGFb inhibitor,-9%,-8%,0%,13µM*,-2%,-1%,1%,-32%
A549 viability,0%,6%,7%,5%,0%,-3%,1%,10%
ATXN viability,i,i,i,i,i,i,?,i
EPAC2 ag,5%,0%,-8%,2%,4%,13%,1%,0%
Nrf2 block,2%,17%,5%,8%,-3%,-9%,15%,4%
Nrf2 ARE act,0.3%,0.4%,0.1%,4.2%,-0.5%,-0.2%,0.3%,8.9%
IL-2 act,-0.1,-2.0,1.2,0.0,-0.3,-0.4,-0.4,0.6
ATXN2 expr inh,-10%,-8%,4%,-11%,?,-6%,?,?
HepG2 tox,-6%,4%,20%,-18%,-11%,-28%,-34%,-4%

41. O=C(Nc1ccc(O)c(C(=O)O)c1)c1ccc2c(c1)C(=O)N(CC1CCCO1)C2=O (stereo not given)
42. COC(=O)c1ccccc1NC(=O)Cn1c(=O)oc2ccc(Cl)cc21
43. Cc1ccc(-n2ncc3c(=O)n(CC#N)cnc32)cc1C
44. O/N=C/c1ccc2cccc(OCc3ccccc3)c2n1
entry no.,41,42,43,44
TGFb inhibitor,-10%,1%,12%,-22%
A549 viability,-8%[1.84 µM],-2%,7%,4%
ATXN viability,i,i,i,i
EPAC2 ag,3%,2%,15%,4%
Nrf2 block,-4%,16%,?,-4%
Nrf2 ARE act,-0.1%,0.0%,7.7%,?
IL-2 act,-2.4,-0.6,0.8,-1.4
ATXN2 expr inh,-8%,1%,14%,-3%
HepG2 tox,4%,-3%,0%,-9%
